Yfh1-off respiration = enhancers of respiration in Yfh1-depleted yeast, dose response, Friedreich's ataxia, plus single-dose screen (AID 1465). S. cerevisiae Yfh1-off respiration, WST-1 reduction, 72 h; higher fold induction means a stronger effect. one-dose fold induction at 50 µM; EC50 in µM for titrated hits. 220,000 compounds, 0.074% hits;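 active = fold induction of absorbance versus untreated yeast above a set limit, then at least 30% activation at any dose in follow-up; inconclusive = repeats straddling the limit, or above it without dose testing; inactive = fold induction below the set limit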;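 note: activators that raise dye reduction in frataxin-depleted yeast; strong numbers were not always called active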
NOD1 inhibition = inhibition of NOD1-driven NF-kB reporter – cell-based, luminescence, uHTS, primary screen (AID 1578). 290,000 compounds, 1% hits. NOD1-driven NF-kB luciferase reporter cells, luminescence; higher % means a stronger effect. inhibition, % at 4 µM, or EC50 in µM where a hit was titrated; in the data active = inhibition mostly above about 36%, no sharp cut-off; inactive = mostly below about 34%;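 note: HEK-293T reporter cells stimulated with the NOD1 agonist gamma-tri-DAP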
AID2073 = inhibitors of Mint1-CaV2.2 protein interaction, biochemical, HTRF (AID 2073); 290,000 compounds, 0.19% hits; HTRF protein-protein interaction, Mint1-CaV2.2; higher % means a stronger effect; inhibition, % at 20 µM; hits with a dose series show IC50 in µM; in the data active = inhibition mostly above about 51%, no sharp cut-off; inconclusive = no clear call, values can overlap the other calls; inactive = mostly below about 53%; note: some results filed as inactive read as strong as hits
HIV fusion peptide = cell-free HIV fusion peptide-binding blockers – biochemical, uHTS, fluorescence dequenching, primary screen (AID 1986); 290,000 compounds, 0.3% hits; one-dose inhibition, % at 20 µM; IC50 in µM for titrated hits; cell-free peptide binding, fluorescence dequenching, 30 min; higher % means a stronger effect; in the data active = inhibition mostly above about 52%, no sharp cut-off; inactive = mostly below about 76%; note: some results filed as inactive read as strong as hits
KOR beta-arrestin-1 = KOR antagonists, beta-arrestin recruitment, cell-based, luminescence, uHTS (AID 1778); one-dose inhibition, % at 10 µM; IC50 in µM for titrated hits; 290,000 compounds, 0.091% hits; KOR beta-arrestin recruitment, luminescence, antagonist mode; higher % means a stronger effect; note: strong numbers were not always called active
Dengue-2 NS5 capping = Dengue-2 NS5 methyltransferase inhibitors, primary screen, biochemical, confirmation dose response (AID 588689); 340,000 compounds, 0.3% hits; inhibition, % at 25 µM; hits with a dose series show IC50 in µM; Dengue-2 NS5 methyltransferase capping enzyme assay, biochemical; higher % means a stronger effect; in the data active = a potency from the dose series; inconclusive = inhibition above about 29% without an active follow-up result
KOR beta-arrestin-2 = kappa opioid receptor activators – cell-based, luminescence, uHTS, primary screen (AID 1777); 280,000 compounds, 0.02% hits; KOR beta-arrestin recruitment, luminescence; higher % means a stronger effect; activation, % at 10 µM; hits with a dose series show EC50 in µM; in the data active = activation above about 50%, passing the limit was not always enough; note: a part of the inactive calls stands beside numbers as strong as those of hits
West Nile antiviral = inhibition of WNV-induced cytopathic effect – cell-based, CPE readout (AID 1621) | West Nile virus-infected cells, CPE inhibition; higher % means a stronger effect | 290,000 compounds, 0.02% hits | one-dose CPE inhibition, % at 10 µM; IC50 in µM for titrated hits; in the data active = a potency from the dose series; inconclusive = CPE inhibition mostly from about 3.7% at the one dose, without a potency; inactive = the rest, 99 in 100 with CPE inhibition below about 2.2%; note: strong numbers were not always called active
HEK293 NOD2/NF-kB = NOD2 signaling inhibitors, cell-based, luminescence, uHTS, HEK293 (AID 1566); HEK293 NOD2/NF-kB luciferase reporter, luminescence; higher % means a stronger effect; one-dose inhibition, % at 4 µM; EC50 in µM for titrated hits; 290,000 compounds, 0.63% hits; note: many of its hits are not listed in these tables
Dengue-2 NS5 capping pilot replicate = further read-out of Dengue-2 NS5 capping, marked with its call; inhibition, %; measured here: pilot screen replicate inhibition
* = called active by the depositor; i = inactive; ? = inconclusive; . = not tested or not shown; [ ] = remark or other dose. Cut-off read from the data, not from the text of the source, unless noted: active = inhibition above about 50%; inactive = the rest. An excerpt; rates above refer to the full screens.

SMILES	Yfh1-off respiration	NOD1 inhibition	AID2073	HIV fusion peptide	KOR beta-arrestin-1	Dengue-2 NS5 capping	KOR beta-arrestin-2	West Nile antiviral	HEK293 NOD2/NF-kB	others
C/C(CC(=O)Nc1ccccn1)=N\NC(=O)c1ccccc1O	.	-10%	20%	15%	-37%	5%	-1.1%	1.7%	-8%
Cc1ccc(NC(=O)CCc2c(C)nn(-c3ccc(N4CCOCC4)nn3)c2C)cc1F	.	-3%	9%	-1.4%	-10%	-12%	7.5%	0.0%	-1%
Cc1sc(NC(=O)c2ccco2)c(C(c2ccc(F)cc2)N2CCN(C)CC2)c1C (configuration not stated)	i	-32%	2%	-0.9%	-14%	-7%	0.8%	-1.4%	10%
O=c1[nH]c(SCc2ccc(Cl)cc2)nc2[nH]ncc12	i	-18%	0%	3.2%	-7%	-1%	-8.6%	0.1%	-22%
Cc1ccc[n+](-c2[nH]c(=O)sc2/C=N/N=C(\[O-])CCn2c3ccccc3c3ccccc32)c1	i	9%	-11%	0.6%	37%	16%	-2.3%	0.1%	27%
Cc1ccc(S(=O)(=O)NCCCn2ccnc2)cc1C(=O)NC(C)C	.	-11%	7%	1.6%	-2%	-5%	0.0%	-0.8%	14%
CCOc1ccc2[nH]c(=O)c(CN(Cc3cccs3)Cc3nnnn3C(C)(C)CC)cc2c1	i	3%	?	-1.9%	-52%	0%	-7.6%	-1.0%	3%
OCCCN=C1CCCc2c1[nH]c1ccc(Cl)cc21	i	-5%	8%	-0.3%	-10%	-5%	0.4%	-0.2%	20%
CSCCC(NS(=O)(=O)c1ccc(Cl)cc1)C(=O)OCC(=O)NC1CC1 (configuration not stated)	.	-10%	-3%	1.0%	-14%	-2%	-0.6%	.	-10%
C/C(N)=C(/C#N)C(=O)COC(=O)c1ccccc1Oc1ccccc1	i	-30%	-2%	-0.4%	23%	-2%	-4.0%	1.0%	9%

Brought forward from above: two compounds; new compounds follow.
SMILES	Yfh1-off respiration	NOD1 inhibition	AID2073	HIV fusion peptide	KOR beta-arrestin-1	Dengue-2 NS5 capping	KOR beta-arrestin-2	West Nile antiviral	HEK293 NOD2/NF-kB	others
CSCCC(NS(=O)(=O)c1ccc(Cl)cc1)C(=O)OCC(=O)NC1CC1 (configuration not stated)	.	-10%	-3%	1.0%	-14%	-2%	-0.6%	.	-10%
C/C(N)=C(/C#N)C(=O)COC(=O)c1ccccc1Oc1ccccc1	i	-30%	-2%	-0.4%	23%	-2%	-4.0%	1.0%	9%
COc1ccc(C2CC(=O)c3ccccc3O2)cc1 (configuration not stated)	i	-51%	2%	-1.9%	4%	-4%	-4.2%	0.1%	-33%
COc1ccc(-c2nc(CS(=O)CC(=O)NCc3ccc(C)cc3)c(C)o2)cc1OC (configuration not stated)	.	25%	5%	-2.9%	-14%	-12%	-3.5%	0.0%	-3%
CC1CCN(C(=O)COc2ncnc3ccccc23)CC1	i	-21%	-4%	-1.8%	14%	-6%	-6.0%	-0.4%	-2%
Cn1nc(C(F)(F)F)c(/C=N/OC(=O)c2ccc(Cl)cc2)c1Cl	i	0%	22%	1.5%	-17%	-2%	-0.9%	-0.1%	20%
Cc1cccc(NC(=S)/N=C(\N)Nc2nc(C)c3cc(C)ccc3n2)c1	i	23%	10%	-1.2%	6%	-3%	-3.8%	-0.5%	30%
O=C(COc1ccccc1Cl)NCCCNC(=O)c1cccnc1	.	-34%	0%	-0.8%	-3%	4%	-2.5%	1.0%	3%
COc1cc(/C=C2\S/C(=N/S(=O)(=O)Cc3ccccc3)NC2=O)c([N+](=O)[O-])cc1OC	i	0%	-22%	26%	12%	56µM*	1.4%	0.5%	21%
COc1ccc(CNC(=O)CN(C)Cc2ccc(C(C)(C)C)cc2)cc1	.	1%	-1%	1.6%	-8%	3%	-4.7%	-1.3%	16%
CCc1nc(NCCc2ccccn2)c2nnn(Cc3ccccc3F)c2n1	i	10%	-13%	-0.3%	50%	-4%	2.6%	-0.6%	11%
COc1ccc(C(=O)N2CCn3c(C)ccc3C2C)cc1 (configuration not stated)	i	-25%	20%	8.3%	-12%	.	-1.5%	0.3%	-3%
Cc1cc(/C=C2/SC(=O)N(CC(=O)N3CCCC3)C2=O)ccc1N1CCOCC1	i	-10%	12%	17%	1%	-27%	4.9%	-0.6%	16%
Cc1cnc(C)c(N2CCN(C(=O)C3CCC(=O)N(CCc4cccc(F)c4)C3)CC2)n1 (configuration not stated)	.	-27%	14%	-1.2%	-15%	-4%	0.5%	-0.9%	-2%
CCN1CCN(C(=O)C2CCC(CNS(=O)(=O)c3ccccc3)CC2)CC1 (configuration not stated)	i	-2%	-2%	-0.8%	7%	0%	1.5%	0.0%	3%
Cn1c(C(=O)NCCN2CCN(c3ccccc3F)CC2)cc2c(=O)n(C)c3ccccc3c21	.	-39%	8%	-0.3%	35%	-4%	0.5%	.	-8%
COCCN(Cc1cc2cc3c(cc2nc1Cl)OCO3)C(=O)c1ccc(C)cc1	i	42%	-8%	-3.6%	-74%[20 µM]	-4%	.	-0.7%	23%
Cc1ccc2c(c1)N(CC(=O)N1CCCC1)C(=O)C(C)O2 (configuration not stated)	.	2%	13%	-2.5%	-15%[20 µM]	-1%	.	-0.2%	-4%	Dengue-2 NS5 capping pilot replicate=-1.5
O=C(CN1CCCCC1)NN(Cc1ccccc1)c1ccccc1	i	-20%	6%	-1.3%	-19%	3%	-6.0%	0.9%	3%
CNc1ccc(Br)cc(C(=O)/C=C/c2ccc3c(c2)OCO3)c1=O	i	14%	3%	58%	6%	31%	-1.4%	0.0%	9%
S=C(NCc1ccco1)Nc1ccccc1	i	-28%	-3%	1.3%	-17%	-2%	-6.1%	0.3%	11%
CC(c1cccs1)N(Cc1ccco1)C(=S)Nc1ccc(F)c(Cl)c1 (configuration not stated)	i	17%	1%	0.3%	-5%	-3%	-1.1%	-0.4%	6%
COc1cc2c(cc1OC)[C@@H]1Cc3ccc(OC)c(OC)c3CN1CC2	.	4%	2%	-0.9%	12%	-3%	-3.3%	-0.8%	25%
Cc1cc(OCc2cn3cccnc3n2)ccc1Cl	i	-16%	4%	-0.6%	13%	-6%	-0.8%	-0.5%	-67%
Cc1ccc(-c2cc(C(F)(F)F)c(C#N)c(=O)[nH]2)cc1	i	2%	10%	18%	-48%	1%	-0.3%	0.1%	43%
COC(=O)CN(c1cccc(F)c1)S(C)(=O)=O	i	-10%	2%	0.1%	-42%	-6%	5.3%	0.3%	9%
CCC(=O)NC(C)C(c1cccs1)N1CCN(c2ccccc2)CC1 (configuration not stated)	i	-40%	-7%	1.6%	-70%	-6%	6.9%	-0.4%	3%
CCOCC(=O)Nc1ccc(S(=O)(=O)NCCc2ccccc2)cc1	i	7%	3%	1.0%	18%	.	-3.1%	-0.1%	12%
COc1ccc(NC(=O)CC2C(=O)N(c3ccc(OC)cc3)C(=O)N2CCN2CCN(C)CC2)cc1 (configuration not stated)	i	-13%	-1%	1.8%	18%	0%	-3.0%	0.8%	17%
Cc1nnc(NC(=O)CSC2CCCCC2)s1	i	-21%	10%	-0.8%	25%	-5%	-1.4%	-0.1%	1%
N#Cc1ccc2ccn(CC(=O)NCc3ccco3)c2c1	i	-8%	0%	1.6%	-13%	-5%	-8.2%	0.1%	2%
CC(Cl)C(=O)N1c2ccccc2CCc2ccccc21 (configuration not stated)	.	20%	3%	2.3%	-19%[20 µM]	-2%	3.9%	-1.2%	30%
CCc1ccc(NC(=O)CCC(=O)Nc2nnc(C(F)(F)F)s2)cc1	.	-2%	3%	0.2%	-17%	-2%	-1.5%	-0.3%	6%
CC(C)[C@H](NC(=O)NCCC1=CCCCC1)C(=O)O	i	-6%	8%	-2.4%	10%	-12%	.	0.0%	9%
O=C(COc1ccc(F)cc1Br)N1CCN(S(=O)(=O)/C=C/c2ccccc2)CC1	i	-28%	-4%	-0.8%	3%	1%	-1.7%	-1.0%	3%
Clc1ccc(-c2c(C3=NCCCN3)nnn2-c2ccc(Cl)cc2)cc1	i	0%	0%	1.6%	35%	-3%	-0.4%	0.3%	16%
COc1ccccc1N1CCN(C2CCCN(Cc3ccccc3OCCO)C2)CC1 (configuration not stated)	.	-8%	3%	-1.1%	4%	3%	-1.3%	-0.7%	10%
CCn1c(=O)n(CC)c2cc(N)ccc21	i	-35%	46%	0.5%	-23%[20 µM]	2%	.	1.9%	-13%
CCCCC(=O)Nc1nnc(CCOC)s1	i	22%	-9%	0.4%	-16%[20 µM]	-6%	-0.3%	0.3%	-6%
CCn1c2ccccc2c2cc(NC(=O)CNC)ccc21	i	-3%	7%	1.2%	-76%	-3%	8.6%	-0.2%	3%
COC(=O)Nc1nc2c(C)cccc2s1	i	-17%	8%	-1.3%	18%	-11%	3.7%	0.5%	-18%
Cc1cc(-c2ccc(S(=O)(=O)N3CCCCC3)s2)on1	.	-14%	-2%	-1.6%	-40%	-8%	4.5%	0.3%	7%

Ordered by SMILES length (smallest number first): part of the list above
SMILES	Yfh1-off respiration	NOD1 inhibition	AID2073	HIV fusion peptide	KOR beta-arrestin-1	Dengue-2 NS5 capping	KOR beta-arrestin-2	West Nile antiviral	HEK293 NOD2/NF-kB	others
CCn1c(=O)n(CC)c2cc(N)ccc21	i	-35%	46%	0.5%	-23%[20 µM]	2%	.	1.9%	-13%
CC(C)[C@H](NC(=O)NCCC1=CCCCC1)C(=O)O	i	-6%	8%	-2.4%	10%	-12%	.	0.0%	9%
Cc1cc(-c2ccc(S(=O)(=O)N3CCCCC3)s2)on1	.	-14%	-2%	-1.6%	-40%	-8%	4.5%	0.3%	7%

The listing picks up with the 2 entries that preceded the break.
SMILES	Yfh1-off respiration	NOD1 inhibition	AID2073	HIV fusion peptide	KOR beta-arrestin-1	Dengue-2 NS5 capping	KOR beta-arrestin-2	West Nile antiviral	HEK293 NOD2/NF-kB	others
COC(=O)Nc1nc2c(C)cccc2s1	i	-17%	8%	-1.3%	18%	-11%	3.7%	0.5%	-18%
Cc1cc(-c2ccc(S(=O)(=O)N3CCCCC3)s2)on1	.	-14%	-2%	-1.6%	-40%	-8%	4.5%	0.3%	7%
Cc1ccccc1C(=O)Nc1nc(=S)ss1	i	25%	23%	-1.0%	-40%	-5%	4.1%	0.1%	-12%
Cc1nn(C)c(C)c1-c1c(C#N)c(N)nc2c1CCCCCC2	i	-18%	26%	3.8%	-9%	1%	-0.9%	0.0%	7%
Cc1ccc(Nc2nc(NCCO)c3ccccc3n2)cc1C	.	18%	7%	2.0%	-62%[20 µM]	1%	2.7%	15%	21%
CC(=O)NNc1nc(-c2ccccc2)c2cc(Br)ccc2n1	i	-5%	-7%	-2.1%	-1%	-9%	-4.0%	-0.9%	8%

Assay outcomes: PubChem BioAssay, several laboratories
